Source: PubChem BioAssay
PTHR1 ag: agonists of human PTHR1 parathyroid hormone receptor; Q03431; HEK293 GP2 PTHR1 cells, GloSensor cAMP luminescence, 1 h; Potency, µM (highest dose often 115 µM), for the others: top-dose activation, actives largely listed as activators; 0.075% of 410,000 active; AID 743266; further: potency means the concentration at half of the fitted maximal effect; nearly all actives have a fitted effect of over 55% in size; some results filed as inactive show a strong effect at the top dose; inactives centre near -15; many of its hits are not listed in these tables
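HEK-293-derived GP2 cells expressing PTHR1 and a GloSensor cAMP reporter, 3,000/well, plated overnight, given luciferin plus IBMX (each 0.5 mM as added) for 1 h at 37 °C, then compound for 1 h at 37 °C. Luminescence was read after 15 min at room temperature.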
GLP1R inv ag: acts as inverse agonist at human GLP-1 receptor | P43220 | HEK293 GLP-1R CRE-luciferase, luminescence, 24 h; GLP-1R form is constitutively active | Potency, µM (highest dose often 38.3 µM), for inactives: at the top dose activity change, negative = inhibition, actives largely listed as inhibitors | 1.6% of 410,000 active; further: potency means the concentration at half of the fitted maximal effect; on the % scale 0 is the no-effect control and ±100 the full control effect; nearly all actives have a fitted effect of over 55% in size
Target sequence (P43220 whole entry, looked up): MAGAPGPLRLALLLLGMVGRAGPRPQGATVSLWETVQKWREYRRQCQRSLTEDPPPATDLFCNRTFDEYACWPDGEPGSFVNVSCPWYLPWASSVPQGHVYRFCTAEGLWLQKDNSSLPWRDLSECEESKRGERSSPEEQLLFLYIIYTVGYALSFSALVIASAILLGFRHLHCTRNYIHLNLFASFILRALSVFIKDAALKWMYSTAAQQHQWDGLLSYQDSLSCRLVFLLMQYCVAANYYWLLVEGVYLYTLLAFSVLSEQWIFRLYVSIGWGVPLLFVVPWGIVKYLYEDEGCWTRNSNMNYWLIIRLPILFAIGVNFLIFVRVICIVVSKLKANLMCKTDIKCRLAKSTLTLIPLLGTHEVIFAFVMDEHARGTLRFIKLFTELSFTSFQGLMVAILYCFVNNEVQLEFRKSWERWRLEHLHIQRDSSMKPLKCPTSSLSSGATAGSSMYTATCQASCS
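Stable HEK293 clone (constitutively active GLP-1R + cAMP-response luciferase); 200 cells/uL plated, 12 h pre-culture, compound 24 hr, 37 deg C/5% CO2; detection reagent 12 min RT; luminescence.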
PLK1 PBD inh: inhibitors of human PLK1 polo-box domain binding | Plk1 PBD binding of FITC phosphopeptide, fluorescence polarization | P53350 | AID 720504 | Potency, µM, for the others: max response, negative = inhibition, hits mostly inhibitors | 2.8% of 360,000 active; further: potency means the concentration at half of the fitted maximal effect; series mostly up to about 57 µM; on the % scale 0 is the no-effect control and ±100 the full control effect; nearly all actives have a fitted effect of over 65% in size
Target sequence (P53350 whole entry, looked up, the tested form may be a part): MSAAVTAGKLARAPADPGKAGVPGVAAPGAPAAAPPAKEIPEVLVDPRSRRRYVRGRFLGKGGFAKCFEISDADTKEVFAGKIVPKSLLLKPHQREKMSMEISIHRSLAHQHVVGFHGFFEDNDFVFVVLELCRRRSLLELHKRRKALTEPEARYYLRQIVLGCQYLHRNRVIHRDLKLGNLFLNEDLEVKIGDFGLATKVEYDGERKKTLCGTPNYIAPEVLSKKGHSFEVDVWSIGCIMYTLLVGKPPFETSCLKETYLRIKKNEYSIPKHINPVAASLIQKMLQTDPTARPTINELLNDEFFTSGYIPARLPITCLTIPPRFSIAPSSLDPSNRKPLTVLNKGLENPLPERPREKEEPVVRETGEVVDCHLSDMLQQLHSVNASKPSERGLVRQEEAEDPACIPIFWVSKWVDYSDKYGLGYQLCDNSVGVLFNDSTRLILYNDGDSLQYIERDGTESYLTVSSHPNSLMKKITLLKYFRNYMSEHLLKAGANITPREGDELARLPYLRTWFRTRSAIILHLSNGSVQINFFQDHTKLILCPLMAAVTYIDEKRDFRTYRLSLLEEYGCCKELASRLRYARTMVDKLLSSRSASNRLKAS
HEK293 tox: cytotoxicity counter-screen for GLP-1 receptor inverse agonists. HEK293 cAMP-luciferase reporter cells, luminescence, 24 h. Potency, µM (series often up to 38.3 µM), inactives show at the top dose activity change, negative = inhibition, usual class: inhibitors. 0.13% of 410,000 active. AID 624418;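 further: loss of luciferase light is scored as toxicity; potency means the concentration at half of the fitted maximal effect; on the % scale 0 is the no-effect control and ±100 the full control effect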
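1536-well qHTS counterscreen of the MLSMR; 200 cells/uL, 12 h pre-incubation, 23 nL cpd, 24 h at 37 deg C 5% CO2, luciferase detection reagent, 12 min RT, luminescence. Inhibition = undesired.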
IL-2 act: activates IL-2 in a cell-based reporter assay; IL-2 activation reporter assay, cell-based qHTS; stimulated with anti-CD3/CD4/CD28 beads; in transgenic mouse T cells; activation, % (series mostly up to about 46 µM); 0.065% of 360,000 active; AID 652025; in the data active means activation above about 50%; inconclusive means mostly about 30% to 49%; further: 0% is about no effect
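EGFP and DsRed fluorescence is measured by plate cytometry in unstimulated transgenic mouse T cells exposed to compound for 60 minutes, then stimulated 18 hours at 37 degrees C with anti-CD3/anti-CD4 beads plus anti-CD28.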
EPAC1 antag: antagonists of human EPAC1; O95398; EPAC1 GEF assay, Rap1b-BODIPY-GDP exchange fluorescence; Potency, µM (series often up to 115 µM), for inactives: at the top dose activity change, negative = inhibition, actives largely listed as inhibitors; 0.14% of 360,000 active; AID 720709;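 further: potency means the concentration at half of the fitted maximal effect; plate controls were vehicle for no effect and positive control for full effect; nearly all actives have a fitted effect of over 50% in size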
EPAC1 agonist: agonists of human EPAC1. 0.073% of 360,000 active. O95398. Potency, µM (doses to about 154 µM), without a hit: at the top dose activation, hits mostly activators. AID 720707. EPAC1 agonist qHTS, biochemical assay; response scale: 100% = response to 6.5 mM cAMP; further: potency means the concentration at half of the fitted maximal effect; nearly all actives have a fitted effect of over 60% in size
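Nucleotide exchange assay: 100 nM EPAC1 with 250 nM Rap1B loaded with BODIPY-GDP and 50 uM GDP, room temperature. Fluorescence (480/540 nm) read every 5 min for 30 min; signal change normalized to 6.5 mM cAMP as full agonist.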
PI5P4Ka inh: blocks human PI5P4K alpha kinase activity | P48426 | PI5P4Kalpha enzyme, ADP-Glo luminescence, 60 min; stronger effect = lower value | max response, % | 1.2% of 330,000 active; active means max response of -50% or lower; inconclusive means between -30% and -50%; inactive means -30% or higher; further: value at the top dose of about 77 µM; on the % scale 0 is the no-effect control and ±100 the full control effect
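Enzyme plus substrate dispensed, test compounds pinned in, then ATP (5 microM final) added. After 60 min at RT, ADP-Glo reagent 1 for 45 min and reagent 2 for 30 min preceded luminescence imaging.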
GLP1R ag: agonists of human GLP-1 receptor; P43220; HEK293 GLP-1R CRE-luciferase, luminescence, 4-6 h; cells express a hypersensitive GLP-1R form; Potency, µM (top dose mostly 45.6 µM), for the others: at the top dose activation, usual class: activators; 0.007% of 380,000 active; AID 624172; further: potency means the concentration at half of the fitted maximal effect; % of control where 0% means no effect
Starred values were filed as active, the others as inactive; & = joins results of further samples; [ ] = another dose, or the depositor's remark. Unless noted, the call rests on the fitted dose curve; in most records, active means well fitted curve in the direction sought with a large enough effect; inconclusive means small, poorly fitted or top-dose-only effect, or another doubt; inactive means no such curve, though single readings can be large; an effect the other way counts as inactive or inconclusive. Some of the compounds tested; count on the stated rates, not on these rows.

Cc1cc(NC(=O)CSc2nnc(-c3ccccc3)c(-c3ccccc3)n2)no1 was read as PTHR1 ag -23.4%, GLP1R inv ag inconclusive, PLK1 PBD inh -11.2%, HEK293 tox inconclusive, IL-2 act -4.7, EPAC1 antag -14.5%, EPAC1 agonist -2.9%, PI5P4Ka inh 1.3 and GLP1R ag 12.5%.
COc1ccc(-c2cc(NC=O)c3ncc(-c4cc(OC)c(OC)c(OC)c4)n3c2)c(OC)c1 was read as PTHR1 ag -36.2%[inhibitor], GLP1R inv ag inconclusive, PLK1 PBD inh -18.1%, HEK293 tox -20.6%, IL-2 act -0.6, EPAC1 antag -7.7%, EPAC1 agonist 10.8%, PI5P4Ka inh inconclusive and GLP1R ag inconclusive.
`COc1ccccc1OCCCn1cc(C(=O)C2CC2)c2ccccc21` gave PTHR1 ag -6.0%, GLP1R inv ag -3.5%[0.307 µM], PLK1 PBD inh -3.5%, HEK293 tox 2.3%[0.307 µM], IL-2 act -0.8, EPAC1 antag 10.6%, EPAC1 agonist -0.3%, PI5P4Ka inh 7.9 and GLP1R ag 8.1%.
Screening CCn1cc(C=C2C(=O)NC(=O)NC2=O)c2ccccc21 returned PTHR1 ag inactive, GLP1R inv ag 0.7%, PLK1 PBD inh 6.7%, HEK293 tox 12.6%, IL-2 act -4.7, EPAC1 antag 28.9%, EPAC1 agonist -4.1%, PI5P4Ka inh -25.1 and GLP1R ag 20.4%.
`COc1ccc(N2CCN(C(=O)c3cc(=O)[nH]c4ccccc34)CC2)cc1` gave PTHR1 ag -15.6%, GLP1R inv ag 12.6%, PLK1 PBD inh 26.7µM*, HEK293 tox 4.2%, IL-2 act -0.7, EPAC1 antag 6.0%, EPAC1 agonist 6.0%, PI5P4Ka inh -10.2 and GLP1R ag 7.7%.
Screening CC(C)(C)C(=O)O[C@H]1CC[C@@]2(C)C(=CC(=O)C3C2CC[C@]2(C)C(=O)[C@H](O)CC32)C1 (stereo not given in full) returned PTHR1 ag inactive, GLP1R inv ag inconclusive, PLK1 PBD inh 2.7%, HEK293 tox -9.0%, IL-2 act -0.1, EPAC1 antag -9.0%, EPAC1 agonist -13.5%, PI5P4Ka inh 9.4 and GLP1R ag 8.6%.
For CCCCN1C(=O)/C(=C/c2ccc(N(C)C)cc2)C(=O)N(Cc2ccco2)C1=O the results were PTHR1 ag -21.9%, GLP1R inv ag 0.3%, PLK1 PBD inh inconclusive, HEK293 tox 6.2%, IL-2 act 8.4, EPAC1 antag inconclusive, EPAC1 agonist 3.8%, PI5P4Ka inh -64.3* and GLP1R ag -6.5%.
`COc1ccc(OC)c(C(c2c(O)c3ccccc3oc2=O)c2c(C)n(C)n(-c3ccccc3)c2=O)c1` (stereo not given) gave PTHR1 ag -22.7%&-20.8%, GLP1R inv ag -11.0%&-1.4%, PLK1 PBD inh -10.5%, HEK293 tox -3.9%&-0.9%, IL-2 act -0.8, EPAC1 antag 0.5%, EPAC1 agonist 0.5%, PI5P4Ka inh 0.1 and GLP1R ag -0.6%.
COc1ccc(OC(=O)N(C)C)c(CN(C)C)c1 was read as PTHR1 ag 0.1%[57.5 µM], GLP1R inv ag 0.6%, PLK1 PBD inh -11.3%, HEK293 tox -19.0%, IL-2 act 0.2, EPAC1 antag -0.6%, EPAC1 agonist 9.8%, PI5P4Ka inh 4.7 and GLP1R ag -1.9%.
CCCNC(=O)N1[C@H]2CC[C@@H]1C(C(=O)OC)=C(c1cc3ccccc3o1)C2 was read as PTHR1 ag -51.0%[inhibitor], GLP1R inv ag -25.6%, PLK1 PBD inh -3.5%, HEK293 tox -20.2%, IL-2 act -4.2, EPAC1 antag -3.2%, EPAC1 agonist -11.6%, PI5P4Ka inh -0.2 and GLP1R ag 8.9%.
For S=C(NCCc1ccccc1)N1Cc2ccc(Br)cc2-n2nncc2C1 the results were PTHR1 ag -9.8%, GLP1R inv ag inconclusive, PLK1 PBD inh -19.5%, HEK293 tox 2.3%, IL-2 act -0.6, EPAC1 antag -20.0%, EPAC1 agonist -3.8%, PI5P4Ka inh 5.0 and GLP1R ag -3.6%.
c1cc2n(c1)-c1c(ccc3c1OCO3)CNC2c1ccc2c(c1)OCO2 (stereo not given) was read as PTHR1 ag inactive, GLP1R inv ag 8.91µM*, PLK1 PBD inh -9.3%, HEK293 tox -25.7%, IL-2 act -1.8, EPAC1 antag 6.3%, EPAC1 agonist 1.0%, PI5P4Ka inh 1.5 and GLP1R ag 0.2%.
C[C@@H]1O[C@@H](O[C@H]2C[C@@H](O)[C@]3(CO)[C@H]4[C@H](O)C[C@]5(C)[C@@H](C6COC(=O)C6)CC[C@]5(O)[C@@H]4CC[C@]3(O)C2)[C@H](O)[C@H](O)[C@H]1O (stereo not given in full) was read as PTHR1 ag inactive, GLP1R inv ag 9.0%, PLK1 PBD inh 2.9%, HEK293 tox 8.9%, IL-2 act -0.2, EPAC1 antag 11.9%, EPAC1 agonist -8.8%, PI5P4Ka inh 2.5 and GLP1R ag -23.1%.
Screening COC(=O)C1=C(c2ccc(F)cc2F)C[C@@H]2CC[C@H]1N2C(=O)N1CCC(O)CC1 returned PTHR1 ag inactive, GLP1R inv ag 16.8%, PLK1 PBD inh -12.1%, HEK293 tox 8.9%, IL-2 act 0.4, EPAC1 antag inconclusive, EPAC1 agonist 9.5%, PI5P4Ka inh 2.8 and GLP1R ag 1.8%.
For CNCC(O)c1cccc(OC(=O)c2ccccc2C)c1 (stereo not given) the results were PTHR1 ag inactive, GLP1R inv ag -8.3%, PLK1 PBD inh -18.9%, HEK293 tox 15.7%, IL-2 act -1.7, EPAC1 antag 9.7%, EPAC1 agonist 4.0%, PI5P4Ka inh 4.4 and GLP1R ag 1.2%.
`c1cc2c(cc1[C@H]1OC[C@H]3[C@@H]1CO[C@@H]3c1ccc3c(c1)OCO3)OCO2` gave PTHR1 ag -11.5%, GLP1R inv ag -12.1%, PLK1 PBD inh inconclusive, HEK293 tox -3.5%, IL-2 act 0.0, EPAC1 antag -4.5%, EPAC1 agonist -6.8%, PI5P4Ka inh -2.8 and GLP1R ag 1.6%.
Screening Cc1cc(S(N)(=O)=O)ccc1N=Cc1c(O)n(-c2ccccc2)c(=O)[nH]c1=O returned PTHR1 ag inactive, GLP1R inv ag 5.0%, PLK1 PBD inh -7.3%, HEK293 tox 3.1%, IL-2 act 0.7, EPAC1 antag -4.5%, EPAC1 agonist 4.2%, PI5P4Ka inh -3.3 and GLP1R ag -4.4%.
For COc1cc(/C=C/c2nc3ccccc3c(=O)n2-c2ccc(O)cc2)ccc1O the results were PTHR1 ag inactive, GLP1R inv ag inconclusive, PLK1 PBD inh 37.5%[activator], HEK293 tox 85.8%[activator], IL-2 act 4.8, EPAC1 antag inconclusive, EPAC1 agonist 9.2%, PI5P4Ka inh -12.5 and GLP1R ag 23.6%.
O=C1CC(c2cccnc2)=NN1c1ccc(Cl)cc1Cl was read as PTHR1 ag inactive, GLP1R inv ag 3.0%, PLK1 PBD inh -18.0%, HEK293 tox -0.8%, IL-2 act 9.1, EPAC1 antag 8.5%, EPAC1 agonist 2.9%, PI5P4Ka inh -8.1 and GLP1R ag 1.3%.
`COc1ccc(C(O)CNC(C)C)c(F)c1OC` (stereo not given) gave PTHR1 ag -7.6%, IL-2 act -1.3, EPAC1 antag -15.9%, EPAC1 agonist -2.6% and GLP1R ag 5.3%.
Screening Cn1c(O)c(/C=C2\C=c3ccccc3=NC2=O)c(=O)n(C)c1=O returned PTHR1 ag inactive, GLP1R inv ag 5.5%, PLK1 PBD inh inconclusive, HEK293 tox -0.4%, IL-2 act -1.9, EPAC1 antag -10.1%, EPAC1 agonist -3.2%, PI5P4Ka inh -8.1 and GLP1R ag -4.4%.
For COc1ccc(C2=NCC(=O)N(CC(=O)NCc3ccco3)c3sc4c(c32)CCCC4)cc1OC the results were PTHR1 ag -5.0%[57.5 µM], GLP1R inv ag 1.8%, PLK1 PBD inh -7.4%, HEK293 tox inconclusive, IL-2 act -1.0, EPAC1 antag -17.6%, EPAC1 agonist 2.0% and GLP1R ag 7.3%.
`O=c1[nH]c(=O)n(-c2cccc3ccccc23)c(O)c1/C=N/N1CCCCC1` gave PTHR1 ag inactive, GLP1R inv ag 3.9%, PLK1 PBD inh 3.1%, HEK293 tox 4.6%, IL-2 act 1.2, EPAC1 antag 4.3%, EPAC1 agonist 0.1%, PI5P4Ka inh 8.7 and GLP1R ag -1.6%.
`COc1ccc(NC(=O)N2CCC3(CC2)OCCO3)cc1` gave PTHR1 ag -29.5%, GLP1R inv ag 15.3%, PLK1 PBD inh 26.7µM*, HEK293 tox 3.4%, IL-2 act -1.1, EPAC1 antag 4.5%, EPAC1 agonist 1.6%, PI5P4Ka inh 1.4 and GLP1R ag 4.7%.
`COc1ccccc1N1CCN(Cc2ccc(Br)cc2)CC1` gave PTHR1 ag -36.9%[inhibitor], GLP1R inv ag 10µM*, PLK1 PBD inh -7.4%, HEK293 tox 1.7%, IL-2 act -0.9, EPAC1 antag -2.8%, EPAC1 agonist 11.1%, PI5P4Ka inh 6.5 and GLP1R ag 7.2%.
O=C(c1ccc(Cl)cc1)C1CCCN(Cc2ccon2)C1 (stereo not given) was read as PTHR1 ag inactive, GLP1R inv ag -8.0%, PLK1 PBD inh -10.5%, HEK293 tox 3.1%, IL-2 act -2.3, EPAC1 antag -20.4%, EPAC1 agonist 10.7%, PI5P4Ka inh 4.8 and GLP1R ag -0.8%.
COc1ccc(OC)c(-n2c(O)c(C=NCc3ccc4c(c3)OCO4)c(=O)[nH]c2=O)c1 was read as PTHR1 ag inactive, GLP1R inv ag 5.5%, PLK1 PBD inh 0.8%, HEK293 tox 0.8%, IL-2 act 2.7, EPAC1 antag -11.8%, EPAC1 agonist -1.5%, PI5P4Ka inh 0.0 and GLP1R ag 7.2%.
